SMN2 splice up: SMN2 splice variant enhancement | HEK293 SMN2-luciferase splicing reporter, luminescence, 30-36 h | Potency, µM (titrated, usually from 46.1 µM), without a hit: top-dose activity change, positive = activation, most hits filed as activators | 210,000 tested, 2.8% active; further: % of control where 0% means no effect; nearly all actives have a fitted effect of over 55% in size
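HEK293 cells carry an SMN2 […]–luciferase reporter in which exon 7 inclusion puts luciferase in frame. Cells were plated 10-12 h before compound addition, then incubated 30-36 h at 37C. ONE-Glo luminescence was read; sodium butyrate at 4.5 mM final served as control.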
Tau fibril FP: inhibitors of human tau fibril formation. K18 P301L tau heparin fibrillization, Alexa594 FP, 6 h. Potency, µM (titrated, usually from 57.7 µM), for inactives: top-dose activity, negative = inhibition, usual class: inhibitors. 280,000 tested, 0.39% active. AID 1468; further: on the % scale 0 is the no-effect control and ±100 the full control effect; nearly all actives have a fitted effect of over 55% in size
Target sequence (P10636 561-689 P618L limits assumed): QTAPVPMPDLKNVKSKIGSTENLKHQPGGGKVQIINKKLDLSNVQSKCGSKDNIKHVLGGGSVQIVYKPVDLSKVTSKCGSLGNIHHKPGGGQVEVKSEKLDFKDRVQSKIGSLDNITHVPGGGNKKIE
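Human K18 P301L fragment (15 uM unlabeled plus 0.24 uM Alexa 594-labeled) in 100 mM sodium acetate pH 7 with compound, aggregation induced by 20 uM heparin for 6 hr at 37 C. ThT (30 uM) added for 1 hr, then Alexa 594 FP read.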
JMJD2E inh: JMJD2E (human) inhibition. 230,000 tested, 1.6% active. Potency, µM (top dose mostly 57.1 µM), without a hit: at the highest dose activity change, negative = inhibition, hits mostly inhibitors. JMJD2E catalytic domain, FDH-coupled NADH fluorescence (FDH is formaldehyde dehydrogenase). B2RXH2; active means well fitted inhibition curve with a large enough effect, not every such curve was filed as active; inconclusive means small, poorly fitted or top-dose-only effect, or another doubt; inactive means no such curve, though single readings can be large or run the other way;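 further: 0% = wells with enzyme and -100% = buffer wells without enzyme; nearly all actives have a fitted effect of over 50% in size; many of its hits are not listed in these tables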
Target sequence (B2RXH2 1-337 limits assumed): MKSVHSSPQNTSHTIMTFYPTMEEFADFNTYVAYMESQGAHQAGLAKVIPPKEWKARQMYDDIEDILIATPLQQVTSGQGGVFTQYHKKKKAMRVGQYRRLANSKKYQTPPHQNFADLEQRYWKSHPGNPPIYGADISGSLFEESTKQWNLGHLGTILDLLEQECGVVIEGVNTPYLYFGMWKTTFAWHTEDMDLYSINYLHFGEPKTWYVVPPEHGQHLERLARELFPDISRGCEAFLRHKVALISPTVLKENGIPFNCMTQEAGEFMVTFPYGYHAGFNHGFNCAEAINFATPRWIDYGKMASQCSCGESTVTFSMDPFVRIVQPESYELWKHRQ
HTT cytoprotect: cytoprotection in Huntington HTT-Q103 PC12 cell model; 230,000 tested, 0.14% active; Potency, µM (series often up to 56.4 µM), inactives show cytoprotection (ATP increase), usual class: activators; AID 1471; PC12 HTT-Q103 induced, cytoprotection, ATP luminescence, 40 h;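 further: % of control where 0% means no effect; nearly all actives have a fitted effect of over 45% in size; toxic huntingtin expression switched on by the ecdysone agonist tebufenozide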
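Compounds were screened for protection of PC12 cells against cell death after tebufenozide induction (100 nM final) of mutant Huntingtin exon 1 (Q103) fused to GFP.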
ALDH1A1 inh: ALDH1A1 (human) enzyme inhibition. P00352. Purified ALDH1A1, NADH fluorescence, propionaldehyde substrate. Potency, µM (series often up to 75.3 µM), for inactives: at the highest dose activity, negative = inhibition, usual class: inhibitors. 220,000 tested, 7.3% active; active means well fitted inhibition curve with a large enough effect, not every such curve was filed as active; inconclusive means small, poorly fitted or top-dose-only effect, or another doubt; inactive means no such curve, though single readings can be large or run the other way;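 further: plate controls were no enzyme wells and a reference inhibitor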
Target sequence (P00352 whole entry, looked up): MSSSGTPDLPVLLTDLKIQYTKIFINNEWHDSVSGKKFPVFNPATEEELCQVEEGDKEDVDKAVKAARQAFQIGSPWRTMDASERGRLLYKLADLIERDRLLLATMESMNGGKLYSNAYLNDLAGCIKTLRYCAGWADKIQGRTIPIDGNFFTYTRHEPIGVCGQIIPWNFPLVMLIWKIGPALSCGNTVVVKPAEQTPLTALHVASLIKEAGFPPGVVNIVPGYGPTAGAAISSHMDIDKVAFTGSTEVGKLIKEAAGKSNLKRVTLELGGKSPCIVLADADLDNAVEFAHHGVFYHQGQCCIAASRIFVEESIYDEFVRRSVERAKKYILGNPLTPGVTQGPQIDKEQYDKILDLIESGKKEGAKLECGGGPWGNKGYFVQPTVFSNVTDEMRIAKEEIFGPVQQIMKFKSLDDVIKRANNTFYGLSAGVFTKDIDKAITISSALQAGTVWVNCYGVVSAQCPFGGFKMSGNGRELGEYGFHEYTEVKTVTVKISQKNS
Tau fluor cs: counter-screen for tau fibril formation inhibitors; tau K18 P301L Alexa594 fluorescence, heparin fibrillization; Potency, µM (highest dose often 57.7 µM), for inactives: top-dose activity change, negative = decrease; 280,000 tested, 0.93% active; further: on the % scale 0 is the no-effect control and ±100 the full control effect; nearly all actives have a fitted effect of over 55% in size
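Human tau K18 P301L (15 uM unlabeled, 0.24 uM Alexa 594-labeled) in 100 mM sodium acetate pH 7 with 20 uM heparin, 6 hr at 37 C. ThT 30 uM added, 1 hr ambient; Alexa 594 FP and total fluorescence read at 555/632 nm.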
Tau fibril ThT: tau fibrillization inhibition (ThT binding); P10636; recombinant tau K18 P301L (four-repeat tau fragment), heparin-induced fibrillization, ThT fluorescence; Potency, µM (series often up to 57.4 µM), inactives show top-dose activity, negative = inhibition, usual class: inhibitors; 270,000 tested, 2.1% active; AID 1460; further: on the % scale 0 is the no-effect control and ±100 the full control effect; nearly all actives have a fitted effect of over 55% in size
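Tau K18 P301L fragment (15 uM unlabeled plus 0.24 uM Alexa 594-labeled) in 100 mM sodium acetate pH 7 with compound, fibrillization induced by 20 uM heparin for 6 hr at 37 C. Thioflavin T (30 uM) added, fluorescence read after 1 hr (ex 450, em 510 nm).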
HttQ103 aggreg: mutant huntingtin aggregation inhibition; Potency, µM (highest dose often 46.1 µM), for the others: at the top dose activity change, negative = inhibition, hits mostly inhibitors; 220,000 tested, 1.1% active; PC12 HttQ103-GFP aggregates, Acumen cytometry, 40 h; further: on the % scale 0 is the no-effect control and ±100 the full control effect; nearly all actives have a fitted effect of over 60% in size
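Aggregate formation scored by laser-scanning cytometer (488 excitation, 500–530 emission) in lysed PC12 cells expressing Q103-GFP after 100 nM tebufenozide induction; library tested in dose series, with ATPLite reagent added in the multiplex.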
* hit, by the source's call; ? = inconclusive; . = no result given; [ ] = remark or other dose. Unless noted, the call rests on the fitted dose curve; in most records, active means well fitted curve in the direction sought with a large enough effect; inconclusive means small, poorly fitted or top-dose-only effect, or another doubt; inactive means no such curve, though single readings can be large; an effect the other way counts as inactive or inconclusive. Potency means the concentration at half of the fitted maximal effect.

A first look (11 entries):
SMILES	SMN2 splice up	Tau fibril FP	JMJD2E inh	HTT cytoprotect	ALDH1A1 inh	Tau fluor cs	Tau fibril ThT	HttQ103 aggreg
CC(C)(C)c1ccc(C(=O)N2CC(=O)Nc3ccc(F)cc3C2c2ccc(F)cc2)cc1 (stereo not given)	-22%	-4%	.	.	.	-19%	-19%	.
COc1ccc(C)cc1NC(=O)CSc1nnc(COc2ccc(Cl)cc2)n1Cc1ccco1	-33%[inhibitor]	5%	11%	-7%	-2%	-20%	?	1%
Cc1ccc(-c2csc(NC(=O)CSc3nc4ccccc4o3)n2)cc1	14µM*	-15%	8%	19%[10 µM]	7%	-12%	?	-5%
O=C(CN(CC1CCCO1)S(=O)(=O)c1ccc(S(=O)(=O)NCC2CCCO2)cc1)Nc1ccccc1 (stereo not given)	-6%	-3%	8%	3%	-4%	-2%	1%	32%
Cc1[nH]c(=O)[nH]c(=O)c1CSc1nnc([C@H](CC(C)C)NC(=O)OC(C)(C)C)o1	-4%	-7%	-5%	-3%	5%	0%	4%	8%
COc1cc(/C=N/NC(=O)c2cccnc2)ccc1OC(=O)c1ccco1	3%	-4%	3%	10%	7%	0%	-13%	4%
O=C(Cc1ccccc1)NC(c1ccco1)c1c(O)ccc2ccccc12 (stereo not given)	4%	1%	?	-2%[10 µM]	1%	?	-8%	-12%[9.22 µM]
Cc1cc(C)n2nc(SCc3nnc(-c4ccccc4Br)o3)nc2n1	14%	-2%	12%	-37%	2%	0%	-2%	12%
Cc1ccc(C)c(CN2C(=O)c3ccccc3S(=O)(=O)c3ccc(C(=O)Nc4cc(F)ccc4F)cc32)c1	-9%	?	.	.	.	-13%	6%	.
Cc1ccc(-c2ccc(/C=C(\C#N)C(N)=S)n2C)cc1	.	-3%	-6%	-12%[10 µM]	?	?	1µM*	-5%[9.22 µM]
COc1ccc2c(c1)c(CC(=O)NCc1ccc3c(c1)OCO3)c(C)n2C(=O)c1ccc(Cl)cc1	7%	0%	-17%	-22%	0%	0%	0%	.

The listing, from the start:
SMILES	SMN2 splice up	Tau fibril FP	JMJD2E inh	HTT cytoprotect	ALDH1A1 inh	Tau fluor cs	Tau fibril ThT	HttQ103 aggreg
CC(C)(C)c1ccc(C(=O)N2CC(=O)Nc3ccc(F)cc3C2c2ccc(F)cc2)cc1 (stereo not given)	-22%	-4%	.	.	.	-19%	-19%	.
COc1ccc(C)cc1NC(=O)CSc1nnc(COc2ccc(Cl)cc2)n1Cc1ccco1	-33%[inhibitor]	5%	11%	-7%	-2%	-20%	?	1%
Cc1ccc(-c2csc(NC(=O)CSc3nc4ccccc4o3)n2)cc1	14µM*	-15%	8%	19%[10 µM]	7%	-12%	?	-5%
O=C(CN(CC1CCCO1)S(=O)(=O)c1ccc(S(=O)(=O)NCC2CCCO2)cc1)Nc1ccccc1 (stereo not given)	-6%	-3%	8%	3%	-4%	-2%	1%	32%
Cc1[nH]c(=O)[nH]c(=O)c1CSc1nnc([C@H](CC(C)C)NC(=O)OC(C)(C)C)o1	-4%	-7%	-5%	-3%	5%	0%	4%	8%
COc1cc(/C=N/NC(=O)c2cccnc2)ccc1OC(=O)c1ccco1	3%	-4%	3%	10%	7%	0%	-13%	4%
O=C(Cc1ccccc1)NC(c1ccco1)c1c(O)ccc2ccccc12 (stereo not given)	4%	1%	?	-2%[10 µM]	1%	?	-8%	-12%[9.22 µM]
Cc1cc(C)n2nc(SCc3nnc(-c4ccccc4Br)o3)nc2n1	14%	-2%	12%	-37%	2%	0%	-2%	12%
Cc1ccc(C)c(CN2C(=O)c3ccccc3S(=O)(=O)c3ccc(C(=O)Nc4cc(F)ccc4F)cc32)c1	-9%	?	.	.	.	-13%	6%	.
Cc1ccc(-c2ccc(/C=C(\C#N)C(N)=S)n2C)cc1	.	-3%	-6%	-12%[10 µM]	?	?	1µM*	-5%[9.22 µM]
COc1ccc2c(c1)c(CC(=O)NCc1ccc3c(c1)OCO3)c(C)n2C(=O)c1ccc(Cl)cc1	7%	0%	-17%	-22%	0%	0%	0%	.
CCN(C(=O)c1ccc(S(C)(=O)=O)cc1)C12CC3CC(CC(C3)C1)C2	-31%[inhibitor]	-9%	-1%	5%[10 µM]	-14%	-8%	-4%	13%
Cc1ccc2c(c1)C(c1ccccc1)N(C(=O)c1cc3ccccc3oc1=O)CC(=O)N2 (stereo not given)	-2%	-2%	4%	.	-9%	-8%	-4%	1%
Brc1cc2c(cc1Br)OCCOCCOCCO2	.	5%	1%	10%[10 µM]	.	7%	6%	-3%[9.22 µM]
CCOC(=O)Cc1csc(NC(=O)CSc2nnc(-c3ccncc3)o2)n1	-1%	-4%	-7%	11%[10 µM]	3%	-5%	-6%	-2%[9.22 µM]
CCCCOC(=O)c1ccc(NC(=O)c2sc3nc(C)cc(C)c3c2N)cc1	-12%	10%	.	.	.	-16%	?	.
C[C@H](N=C(NC#N)Nc1ccncc1)C(C)(C)C	-2%[20.6 µM]	2%	-8%	4%	-5%	-1%	1%	.
CCOC(=O)CSc1nc2sc(C)c(C)c2c(=O)n1C	7%	1%	-7%	0%	-4%	-4%	-8%	3%
CC1CCc2c(sc(NC(=O)CSc3nnc(-c4ccccc4)o3)c2C#N)C1 (stereo not given)	9%	-10%	-12%	14%[1.9 µM]	-10%	?	?	21%
Cn1ncc2nc[nH]c(=O)c21	.	-1%	7%	-14%	-2%	-3%	-4%	-11%
CCOc1ccccc1CNC(=O)C1CCN(C(=O)c2sccc2-n2cccc2)CC1	-6%	6%	2%	-41%[inhibitor]	0.63µM*	-2%	-4%	?
CCOc1ccccc1Nc1nnc(Cc2ccccc2Cl)c(=O)[nH]1	-13%	4%	6%	-5%	?	-4%	-5%	-14%
Cc1ccccc1-n1ncc(C(C)NC(=O)c2ccccc2)c1C (stereo not given)	-34%[inhibitor]	2%	8%	5%[10 µM]	4%	7%	9%	0%[9.22 µM]
CCCCOc1ccc(S(=O)(=O)N2CCN(c3ccccc3OCC)CC2)cc1	1%	6%	.	.	.	-18%	-10%	.
O=c1[nH]c(SCc2cccc([N+](=O)[O-])c2)nc2[nH]ncc12	11%	-3%	-14%	?	-3%	2%	-1%	14%[9.22 µM]
O=C(NCc1cccs1)C1CCN(S(=O)(=O)c2ccccc2F)CC1	.	-4%	11%	4%[10 µM]	.	-4%	0%	-1%[9.22 µM]
O=C(NCc1cccs1)C1CC(c2ccc(Cl)c(Cl)c2)=NO1 (stereo not given)	.	-5%	?	-12%[10 µM]	?	-8%	-8%	-3%[9.22 µM]
COc1ccccc1NC(=O)C1=C(C)Nc2ncnn2C1c1ccccn1 (stereo not given)	2%	-10%	.	.	.	-5%	-5%	.
O=C(Nc1ccccc1C(=O)N1CCCCCC1)c1cccc(S(=O)(=O)N2CCOCC2)c1	-3%	-5%	14%	-10%[1.9 µM]	-4%	-3%	4%	8%
O=S(=O)(NCCSCc1c(Cl)cccc1Cl)c1ccc2c(c1)OCCO2	-42%[inhibitor]	-12%	8%	-58%[inhibitor]	?	?	-16%	?
COc1ccc(C)cc1NC(=O)CCS(=O)(=O)c1ccc2c(c1)CCN2C(C)=O	-10%	-1%	-4%	-6%	-5%	-5%	-3%	-14%
O=C(COC(=O)CCC1CCCCC1)Nc1ccc(OC(F)F)cc1	0%	-15%	-5%	15%	-15%	?	-1%	8%
O=C(CN1CCCCCCC1)Nc1cc(Cl)cc(Cl)c1	-17%	1%	-11%	-32%[inhibitor]	-3%	-5%	1%	-10%
CCc1nnc(NC(=O)CSc2nnc(C)n2Cc2ccccc2)s1	-8%	-3%	7%	5%[10 µM]	7%	-2%	0%	12%
O=C(Nc1ncc2c(n1)CC(c1ccco1)CC2=O)c1ccccc1 (stereo not given)	43%	-4%	-4%	-7%	-2%	2%	-3%	-14%
Cc1cc(=O)n(-c2ccc(Cl)cc2)c(=O)[nH]1	26%	-4%	9%	-4%	4%	-6%	5%	4%
Cn1c(=O)cc(OCCCC(=O)NCc2ccc(F)cc2Cl)c2ccccc21	7%	6%	3%	-4%	2%	-4%	-7%	?
COCCCn1nnnc1SCC(=O)Nc1ccc2c(c1)OCCO2	.	6%	4%	-5%[10 µM]	13µM*	1%	1%	-10%[9.22 µM]
O=C(O)c1cc(NC(=O)c2ccc(Cl)c([N+](=O)[O-])c2)cc(C(=O)O)c1	-17%	2%	?	-42%	?	-1%	-2%	9%
COc1cc(C(=O)Nc2nc3nc(-c4ccccc4)cc(=O)n3[nH]2)cc(OC)c1OC	0%	-8%	.	.	.	-2%	1%	.
CCOC(=O)c1cccc(NC(=O)CN2C(=O)CC(C)(C)Sc3ccccc32)c1	1%	3%	.	.	.	-21%	-18%	.
Cc1cccc(-n2c(-c3ccco3)nc3nc4ccccc4nc32)c1	-5%	-13%	?	15%[10 µM]	?	-10%	-13%	-5%
Cc1cc(=O)oc2cc(OCC(=O)Nc3ccc(S(=O)(=O)N(C)C)cc3)ccc12	.	-3%	?	.	?	1%	3%	?
COc1ccc(Cl)cc1Nc1nc(-c2sc(NC(=O)c3ccco3)nc2C)cs1	-4%	16%	?	-98%[inhibitor]	?	?	?	-23%
CCN(CC)S(=O)(=O)c1ccc(C(=O)N(c2ccc(C)cc2)C2C=CS(=O)(=O)C2)cc1 (stereo not given)	8%	-8%	5%	-10%	?	-14%	-11%	-9%
CS(=O)(=O)NCCNc1ncc(C(F)(F)F)cc1Cl	1%	-4%	4%	-14%	15%	-5%	-1%	-9%
O=C(Nn1cnc2ccccc2c1=O)c1ccccc1	18%	-9%	4%	.	10%	-2%	-4%	.

Some of these compounds in order of the ALDH1A1 inh value, lowest first.
SMILES | ALDH1A1 inh
Cc1ccc2c(c1)C(c1ccccc1)N(C(=O)c1cc3ccccc3oc1=O)CC(=O)N2 (stereo not given) | -9%
CCOC(=O)CSc1nc2sc(C)c(C)c2c(=O)n1C | -4%
COc1ccc(C)cc1NC(=O)CSc1nnc(COc2ccc(Cl)cc2)n1Cc1ccco1 | -2%

Some of the compounds tested, so the mix of outcomes need not match the whole.
